Source: PubChem BioAssay (National Center for Advancing Translational Sciences (NCATS))
p53null 39C tox: p53 null cell cytotoxicity, nonpermissive temperature; H1299 p53-null (neo) cells, 39C, ATPlite viability, 24 h; Potency, µM (titrated, usually from 46.1 µM), for the others: top-dose activity, negative = cell killing, actives largely listed as cytotoxic; AID 904; 0.97% of 55,000 active;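 further: potency means the concentration at half of the fitted maximal effect; 0% = DMSO only and -100% = full killing by 100 µM tamoxifen; nearly all actives have a fitted effect of over 50% in size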
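Concentration-response (up to 46 uM) was run for 24 h at the nonpermissive 39C on H1299-p53A138V or H1299-neo cells. ATP content was measured with ATPlite luminescence. AC50 values were Hill-modeled after normalizing between DMSO and 100 uM tamoxifen killing.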
GALK inhibitor: inhibits human galactokinase; P51570; recombinant GALK, Kinase-Glo ATP luminescence, 1 h; Potency, µM (highest dose often 57.5 µM), inactives show top-dose activity, negative = inhibition, hits mostly inhibitors; 44,000 tested, under 10 active; AID 1347072;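 further: plate controls were full GALK reaction for no effect and reaction lacking GALK for full effect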
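Luminescent ATP-depletion readout (Kinase-Glo Plus) after 1 h room-temperature incubation of human GALK (5 nM) with galactose 100 µM and ATP 35 µM, pH 8.0 HEPES/Mg2+ buffer; compounds tested in qHTS format.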
FH mod: Identification of activators of human fumarate hydratase by quantitative high-throughput screening; Fumarate hydratase, mitochondrial (Homo sapiens), P07954; FH coupled MDH/diaphorase resazurin fluorescence, 15 min; Potency, µM (series often up to 79.9 µM), inactives show at the top dose activity change, negative = inhibition, usual class: inhibitors; 0.22% of 54,000 active; AID 1347055, 2019; further: potency means the concentration at half of the fitted maximal effect; on the % scale 0 is the no-effect control and ±100 the full control effect; the screen sought activators but most active calls are inhibition curves; nearly all actives have a fitted effect of over 45% in size
NTMT1 inhibitor: blocks human N-terminal methyltransferase 1 activity; Potency, µM (top dose mostly 114 µM), for inactives: top-dose activity change, negative = inhibition, most hits filed as inhibitors; 2.5% of 59,000 active; Q9BV86; NTMT1 MTase-Glo SAH luminescence, purified enzyme;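 further: potency means the concentration at half of the fitted maximal effect; plate controls were DMSO vehicle for no effect and no enzyme for full effect; nearly all actives have a fitted effect of over 65% in size; many of its hits are not listed in these tables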
Target sequence (Q9BV86 whole entry, looked up): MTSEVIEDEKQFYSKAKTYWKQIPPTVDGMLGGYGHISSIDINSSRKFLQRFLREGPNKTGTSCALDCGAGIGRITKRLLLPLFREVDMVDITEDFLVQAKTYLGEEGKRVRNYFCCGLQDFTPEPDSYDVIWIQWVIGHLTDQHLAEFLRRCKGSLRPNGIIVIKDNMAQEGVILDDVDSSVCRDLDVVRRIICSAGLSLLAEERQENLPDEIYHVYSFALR
B2AR arrestin ag: ADRB2 beta-arrestin recruitment. 44,000 tested, under 10 active. HTLA Tango cells, beta-arrestin recruitment, luciferase luminescence, 18 h. Potency, µM (titrated, usually from 46.1 µM), without a hit: top-dose activation, most hits filed as activators. P07550. AID 1347077;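 further: potency means the concentration at half of the fitted maximal effect; 0% = DMSO and full agonism = EC100 isoproterenol or metaproterenol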
Target sequence (P07550 whole entry, looked up): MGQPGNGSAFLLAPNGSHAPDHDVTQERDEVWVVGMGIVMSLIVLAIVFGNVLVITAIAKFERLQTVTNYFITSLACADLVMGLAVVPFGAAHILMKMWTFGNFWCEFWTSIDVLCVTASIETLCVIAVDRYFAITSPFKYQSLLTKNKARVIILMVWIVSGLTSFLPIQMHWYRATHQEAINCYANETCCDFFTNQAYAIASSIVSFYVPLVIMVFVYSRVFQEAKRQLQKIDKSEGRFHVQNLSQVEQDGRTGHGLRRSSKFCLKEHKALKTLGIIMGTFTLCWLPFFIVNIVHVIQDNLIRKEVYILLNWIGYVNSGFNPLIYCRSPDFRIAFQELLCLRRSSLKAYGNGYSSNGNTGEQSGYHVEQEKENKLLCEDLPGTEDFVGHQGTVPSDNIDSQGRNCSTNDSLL
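First, Tango cells carrying beta2-AR and beta-arrestin fusions received compound up to 46 microM. After 18 hr at 37 degrees C, luciferase substrate was added for 15 minutes, then luminescence gave %Activity for curve fitting.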
p53null 32C tox: kills p53 null cells at the permissive temperature; H1299-neo p53 null cells, ATP luminescence, 24 h, 32C; Potency, µM (series often up to 46.1 µM), for inactives: at the highest dose activity change, negative = cytotoxicity, usual class: cytotoxic; 0.62% of 55,000 active; AID 903;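 further: potency means the concentration at half of the fitted maximal effect; 0% = DMSO only and -100% = full killing by 100 µM tamoxifen; nearly all actives have a fitted effect of over 55% in size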
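ATP-content luminescence in p53-null H1299-neo cells after 24 h compound exposure (up to 46 uM) at 32C permissive temperature; 0% and 100% killing set by DMSO and 100 uM tamoxifen; Hill-equation AC50.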
PTAP-TSG101 blk: inhibitors of HIV-1 PTAP binding to human TSG101, validation; Q99816; Fluorescence polarization, FITC-PTAP peptide/Tsg101, 20 min; Potency, µM (titrated, usually from 115 µM), inactives show at the highest dose activity change, negative = inhibition, actives largely listed as inhibitors; 44,000 tested, under 10 active; further: potency means the concentration at half of the fitted maximal effect; 0% is about no effect
Target sequence (Q99816 whole entry, looked up): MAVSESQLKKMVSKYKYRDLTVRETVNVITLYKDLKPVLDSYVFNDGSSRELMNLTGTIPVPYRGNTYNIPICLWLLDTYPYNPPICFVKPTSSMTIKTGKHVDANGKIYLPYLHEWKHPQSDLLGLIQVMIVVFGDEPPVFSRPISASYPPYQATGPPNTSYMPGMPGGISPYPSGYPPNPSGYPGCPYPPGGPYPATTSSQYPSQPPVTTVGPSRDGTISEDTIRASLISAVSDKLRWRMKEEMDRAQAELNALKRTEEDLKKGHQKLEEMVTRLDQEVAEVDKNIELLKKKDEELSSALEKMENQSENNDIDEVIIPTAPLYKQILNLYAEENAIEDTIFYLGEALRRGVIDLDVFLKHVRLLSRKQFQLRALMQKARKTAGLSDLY
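qHTS FP binding, 20 min r.t.: 10 uM Tsg101 domain + 50 nM FITC-PTAP peptide, pH 7.5 HEPES buffer with TCEP and EDTA.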
Active calls of the source: *; ? = inconclusive; . = no result given; [ ] = dose if it differs, or a comment. The call rests on the fitted dose curve; in most records, active means well fitted curve in the direction sought with a large enough effect; inconclusive means small, poorly fitted or top-dose-only effect, or another doubt; inactive means no such curve, though single readings can be large; an effect the other way counts as inactive or inconclusive.

no.	Structure	p53null 39C tox	B2AR arrestin ag	NTMT1 inhibitor	PTAP-TSG101 blk	GALK inhibitor	p53null 32C tox	FH mod
1	CCCN(C(=O)c1cc2c(=O)n(CC)c3ccccc3c2s1)c1ccccc1F	?	-2%	-10%	0%	1%	-4%	?
2	CCCN(CCC)CCCNC(=O)c1sc2nc3n(c(=O)c2c1C)CCC3	1%	0%	-2%	0%	-1%	11%	-2%
3	Cn1cc(S(=O)(=O)N2CCCCCC2)cc1C(=O)N1CCN(c2cccc(C(F)(F)F)c2)CC1	15%	0%	3%	-5%	-1%	25%	?
4	CCCNC(=O)Cn1nc(-c2ccc(C)c(C)c2)c2cnc3ccc(OC)cc3c21	-20%	1%	-3%	1%	-1%	30%[activator]	-9%
5	COc1cc(C(=O)Nc2cc3c(cc2C)n(C)c(=O)c(=O)n3C)cc(OC)c1OC	-13%	1%	23%	1%	-8%	-1%	-6%
6	Cc1nn(-c2ccccc2)c2sc(C(=O)Nc3cccc(Cl)c3)cc12	?	1%	-3%	-2%	-1%	-21%	?
7	Cc1cc(C)cc(NC(=O)N2CCC(CN3CCCCCC3)CC2)c1	-16%	0%	?	0%	1%	-9%	-1%
8	Cc1ccc(Cl)cc1NC(=O)CN1C(=O)COc2ccc(S(=O)(=O)N3CCOCC3)cc21	-20%	0%	15%	3%	0%	6%	11%
9	CCc1cnc2c(c1SCC(=O)c1ccccc1)c(=O)n(C)c(=O)n2C	24%	-3%	?	0%	3%	4%	-5%
10	COc1ccc(CNC(=O)CC(C)CC2=NS(=O)(=O)c3ccccc3N2)cc1 (stereo not drawn)	28%	-3%	11%	2%	1%	-4%	5%
11	Cc1cc(NC(=O)c2ccc3c(c2)OCCO3)cc(-c2nc3ccccc3o2)c1O	1%	0%	33%[activator]	1%	7%	-20%	2%
12	COc1ccc(C(=O)N2CC(=O)Nc3ccc(F)cc3C2c2ccc(F)cc2)c(OC)c1 (stereo not drawn)	-17%	0%	-15%	0%	4%	6%	-5%
13	COc1ccccc1N1CCN(c2ccc(=O)n(CC(=O)NCc3ccc(F)cc3)n2)CC1	-8%	-1%	-22%	4%	1%	0%	-11%
14	COC(=O)c1cnc(NCc2ccc(F)cc2)c2ccccc12	26%	0%	1%	-4%	0%	2%	?
15	COc1ccc(CC(=O)Nc2sc3c(c2C(=O)Nc2ccc(C)cc2)CCCCC3)cc1	-26%	1%	?	0%	1%	9%	?
16	Cc1ccc(NC(=O)CN2C(=O)CSc3ccc(S(=O)(=O)N(C)C)cc32)c(C)c1	-18%	0%	-5%	-4%	-2%	1%	-1%
17	CC1Cn2c(C(=O)NCCc3ccc(Cl)cc3)cc3cccc(c32)S1 (stereo not drawn)	27%	-1%	2%	1%	-5%	0%	-23%
18	Cc1ccc2onc(CC(=O)N3CCN(c4ccc(Cl)cc4)CC3)c2c1	-2%	0%	-3%	-5%	?	4%	-19%
19	CCOC(=O)c1ccc(NC(=O)c2cn3c4c(ccc(Cl)c4c2=O)OC(C)C3)cc1 (stereo not drawn)	-1%	-1%	2%	-1%	2%	-9%	18%
20	COc1ccc(-c2ccc(NS(=O)(=O)c3ccc(C(C)=O)cc3)cc2)nn1	0%	0%	10%	-4%	0%	-2%	3%
21	Cc1cccn2c3c(c(=O)nc12)C(c1cccc(F)c1)CC(=O)N3 (stereo not drawn)	-14%	0%	19%	1%	-3%	-1%	2%
22	Cc1ccc(CSCc2ccc(C(=O)NCCc3ccc(Cl)cc3)o2)cc1	18%	-2%	5%	1%	-2%	23%	-23%
23	O=C(CN1C(=O)COc2ccc(S(=O)(=O)N3CCCCC3)cc21)NCc1ccc(Cl)cc1	-8%	-1%	2%	-4%	-5%	10%	-10%
24	CCOc1ccc(NC(=O)CC2C(=O)N(c3ccc(C)cc3)C(=O)N2CCC2=CCCCC2)cc1 (stereo not drawn)	-9%	-2%	11%	4%	2%	-15%	-25%
25	O=C(CCCCCn1c(=O)c2sccc2n(Cc2ccc(Cl)cc2)c1=O)NCc1ccc2c(c1)OCO2	3%	1%	-4%	0%	7%	5%	-7%
26	CC(C)c1ccc(C(=O)Nc2cc(-c3ccccc3F)nn2-c2ccccc2)cc1	9%	-1%	10%	-4%	0%	-4%	-18%
27	CCn1c(C)c(C)c2cc(C(=O)NCCc3cc(OC)ccc3OC)ccc21	-4%	0%	?	0%	-2%	-9%	-9%
28	O=C(CSc1ccc(-c2cccs2)nn1)Nc1ccccc1	-17%	1%	0%	-5%	-10%	-20%	2%
29	O=C1C2=C(Nc3ccccc3SC2c2ccc(C(F)(F)F)cc2)c2ccccc21 (stereo not drawn)	?	1%	-3%	2%	-3%	4%	?
30	O=C(NCc1ccccc1Cl)C1=Cc2cc(Br)ccc2OC1	17%	0%	18%	-2%	2%	33%[activator]	-26%

Grouped by structure, those above containing four or more nitrogen atoms
no.	Structure	p53null 39C tox	B2AR arrestin ag	NTMT1 inhibitor	PTAP-TSG101 blk	GALK inhibitor	p53null 32C tox	FH mod
2	CCCN(CCC)CCCNC(=O)c1sc2nc3n(c(=O)c2c1C)CCC3	1%	0%	-2%	0%	-1%	11%	-2%
3	Cn1cc(S(=O)(=O)N2CCCCCC2)cc1C(=O)N1CCN(c2cccc(C(F)(F)F)c2)CC1	15%	0%	3%	-5%	-1%	25%	?
4	CCCNC(=O)Cn1nc(-c2ccc(C)c(C)c2)c2cnc3ccc(OC)cc3c21	-20%	1%	-3%	1%	-1%	30%[activator]	-9%
13	COc1ccccc1N1CCN(c2ccc(=O)n(CC(=O)NCc3ccc(F)cc3)n2)CC1	-8%	-1%	-22%	4%	1%	0%	-11%

The listing continues.
no.	Structure	p53null 39C tox	B2AR arrestin ag	NTMT1 inhibitor	PTAP-TSG101 blk	GALK inhibitor	p53null 32C tox	FH mod
31	CCc1ccccc1N1CC(c2nc3ccccc3n2CCCCOc2ccccc2)CC1=O (stereo not drawn)	20µM*	-4%	?	0%	2%	?	-19%
32	Cc1c(Cl)cccc1Nc1nc2ccc(C(=O)c3ccccc3)cc2n2cnnc12	3%	0%	19%	2%	-2%	-2%	-19%
33	Cc1c(CCNC(=O)c2ccc(C(C)(C)C)cc2)sc2nc(-c3ccc(F)cc3)nn12	-3%	1%	15%	4%	-2%	-3%	?
34	Cc1cc(C)c2nc(N(Cc3cccnc3)C(=O)c3cccs3)sc2c1	8%	-1%	-5%	-2%	-3%	37%[activator]	-22%
35	CC1(C(=O)Nc2cccc(C(F)(F)F)c2)Cc2ccccc2C(=O)O1 (stereo not drawn)	?	-4%	14%	-5%	-4%	-3%	-7%
36	Cc1ccccc1Nc1c(-c2c[nH]c3ccccc23)nc2cccc(C)n12	?	1%	3%	13%	2%	?	?
37	CCOc1ccc(NC(=O)c2cc(S(=O)(=O)N3CCOCC3)ccc2F)cc1	-1%	-1%	2%	-7%	-4%	-3%	4%
38	Cc1ccccc1Nc1c2c(nc3nncn13)CCC2	-20%	0%	23%	-6%	1%	-5%	3%
39	COc1ccc(C)cc1S(=O)(=O)NCC(c1ccc(N(C)C)cc1)N1CCc2ccccc21 (stereo not drawn)	6%	-1%	-13%	-9%	-3%	-4%	-5%
40	O=C(O)CCc1ccc(-c2ccccc2)n1-c1ccc(C(=O)O)cc1	-7%	0%	12%	-14%	1%	-4%	-3%
41	CCOC(=O)Cn1c(-c2cccs2)cc2cc(Cl)ccc21	-12%	-3%	11%	-1%	-4%	6%	-7%
42	O=C(Nc1cc(-c2nc3ccccc3o2)ccc1Cl)c1cccc2c(Cl)cccc12	-17%	0%	?	-1%	-15%	13%	5%
43	Cc1ccc(NC(=O)CSc2nnc(COc3ccc(Cl)cc3)o2)c(C)c1	2%	-2%	.	-6%	2%	-8%	.
44	CCOc1ccc(CCNC(=O)c2sc3nc4n(c(=O)c3c2C)CCCC4)cc1OCC	-9%	0%	-1%	-4%	4%	3%	?
45	COc1ccccc1-c1cc(C(F)(F)F)nc(S(=O)(=O)CCCC(=O)Nc2ccccc2F)n1	?	0%	-2%	3%	5%	?	?
46	CCOC(=O)C(Cc1c[nH]c2ccccc12)NC(=O)COc1ccc(Cl)c(C)c1 (stereo not drawn)	6%	1%	-9%	6%	-1%	-1%	-7%
47	N#Cc1ccccc1NC(=O)C(=O)NCC(c1cccnc1)N1CCN(c2ccccc2)CC1 (stereo not drawn)	?	0%	-1%	-2%	3%	3%	-15%
48	COc1cccc(NC(=O)CSc2nc3ccccc3n2C)c1	-30%	-2%	1%	-5%	3%	-11%	-5%
49	CC(C)c1ccc(CN(Cc2ccco2)c2cnc(S(C)(=O)=O)nc2C(=O)Nc2ccccc2)cc1	5%	-4%	4%	-2%	0%	10%	?
50	O=S(=O)(NCc1ccccc1Cl)c1ccc(-c2cnc(C3CC3)o2)cc1	?	-1%	-7%	-2%	0%	0%	-23%
51	COc1ccc(-n2c(-c3ccc(Cl)cc3)cc3c2CC(C)(C)CC3=O)c(OC)c1	?	0%	-8%	0%	6%	-6%	-22%
52	COc1ccc(-c2nc3c(c(SCc4ccc(Br)cc4)n2)Cc2c(CO)cnc(C)c2O3)cc1	-20%	-1%	2%	1%	1%	-1%	-17%
53	Cc1ccsc1CN(C(=O)c1oc2cc(Br)ccc2c1C)C1CCS(=O)(=O)C1 (stereo not drawn)	16%	-1%	6%	-9%	-1%	17%	-18%
54	O=C(Nc1ccccc1)N(Cc1ccc(F)cc1)c1ccccn1	-14%	-2%	-12%	1%	4%	3%	-31%
55	CCCOc1ccc(CNC(=O)C2CCN(c3nn4c(=O)cc(C)nc4s3)CC2)cc1	-24%	-3%	2%	2%	5%	8%	-15%
56	COc1ccc(CCNC(=O)c2ccc(Cn3c(=O)c4ccccc4n(Cc4ccccc4Cl)c3=O)cc2)cc1OC	1%	0%	23%	-1%	-1%	-4%	0%
57	CCN(CC)C(=O)c1ccc(Nc2nnc(-c3ccc(C)c(S(=O)(=O)NC)c3)c3ccccc23)cc1	12%	-2%	0%	-2%	-3%	26%	-13%
58	CCOc1ccc(NC(=O)CSC2=Nc3ccccc3C3=NC(CCC(=O)NCc4cccs4)C(=O)N23)cc1 (stereo not drawn)	2%	-2%	12%	3%	-6%	11%	10%
59	CCCCc1ccc(NC(=O)c2cc3c(=O)n4ccccc4nc3s2)cc1	-1%	1%	-7%	0%	7%	-3%	38%
60	CCOc1ccccc1-n1nnc(-c2nc(-c3ccccc3C)no2)c1C	-6%	0%	?	0%	0%	5%	-20%
61	CN(C)C(=O)c1c(NC(=O)c2ccccc2F)sc2c1CCCC2	9%	-2%	?	0%	-14%	0%	-21%
62	COc1cccc(CNC(=O)c2ccc3c(c2)nc2n3CCCCC2)c1OC	?	0%	-18%	-9%	3%	?	-13%
63	COc1ccccc1C(=O)Nc1ccccc1C(=O)OCc1cc(=O)n2ccsc2n1	9%	-1%	10%	-4%	-2%	3%	-7%

Not all compounds are listed (hit frequency here may not be typical).
